SRC2 inh = inhibits human steroid receptor coactivator 2; 370,000 compounds, 0.17% hits; Q15596; AID 651957; inhibition, % at 9 µM; HEK293 GAL4-SRC2 luciferase reporter, luminescence;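 active = inhibition above the mean inhibition of all tested compounds plus 3 SD, set per campaign, cut at about 52% in these data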;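 note: 0% = DMSO treated cells and 100% = cells given Gossypol at 36 µM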
LMP1 NFkB inh = reduces LMP1-driven NF-kappaB luciferase signal; LMP1-induced NF-kappaB luciferase reporter cells, luminescence; inhibition, % at 12.5 µM; 350,000 compounds, 0.69% hits; in the data active = inhibition above about 41%;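 note: 0% = neutral control wells and 100% = reference inhibitor control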
TRAIL sens C8 = caspase-8 TRAIL sensitization; 360,000 compounds, 1% hits; inhibition (viability loss, TRAIL sensitization), % at 10 µM; NB7+C8 cells + TRAIL, ATPlite viability luminescence;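 active = compounds causing at least 50% loss of cell viability in the single-dose screen, relative to plate controls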
SRC3 inh = inhibitors of human steroid receptor coactivator 3 (SRC3); Q9Y6Q9; HEK293 GAL4-SRC3 luciferase reporter, luminescence; inhibition, % at 3.6 µM; 360,000 compounds, 0.17% hits; AID 588352;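 active = inhibition above a per-campaign cutoff, the mean of all compounds plus 3 SD, cut at about 60% in these data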;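 note: 0% = DMSO-treated cells and 100% = gossypol-treated cells at 36 µM; higher means less SRC3-driven luciferase light from the GAL4 reporter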
TROY signal inh = TROY signaling inhibition; 360,000 compounds, 0.98% hits; inhibition, % at 10 µM; Q293 LMP1-TROYcd NF-kB luciferase reporter, 4 h; AID 1347056;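 active = compounds whose plate-normalised and pattern-corrected inhibition of the luciferase reporter signal at the single screening dose is 50% or more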
LRH-1 inv ag = inverse agonists of human LRH-1 (NR5A2). HEK293T StAR-luciferase reporter, LRH-1 transfected, 24 h. inhibition, % at 3.6 µM. 360,000 compounds, 0.13% hits. AID 602396;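 active = inhibition above the mean inhibition of all tested compounds plus 3 SD, cut at about 73% in these data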;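 note: 0% = DMSO wells and 100% = reporter-only cells lacking LRH-1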
SRC1 inh = human NCOA1 inhibition | HEK293 GAL4-SRC1 luciferase reporter, luminescence | Q15788 | AID 588354 | 360,000 compounds, 0.12% hits | inhibition, % at 3.6 µM;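 active = inhibition above the campaign mean plus 3 SD, with each screening campaign given its own cutoff, cut at about 60% in these data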;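 note: 0% = DMSO treated cells and 100% = gossypol at 36 µM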
NR2F2 inh = inhibitors of human COUP-TFII (NR2F2); inhibition, % at 8.6 µM; P24468; 370,000 compounds, 0.7% hits; HEK293T NGFI-A luciferase reporter, luminescence; AID 686940;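 active = inhibition above a per-plate cutoff, mean inhibition of test wells between control levels plus 3 SD, cut at about 38% in these data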;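 note: cells cotransfected with COUP-TFII expression vector driving the NGFI-A reporter; 0% = median of COUP-TF2 test wells and 100% = reporter-only cells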
CF NFkB block = inhibitors of cystic fibrosis induced NF-kB; KKLEB NF-kB-GFP reporter, PAF-induced, GFP fluorescence overnight; inhibition, % at 5 µM; 360,000 compounds, 0.86% hits; AID 588850;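 active = at least 50% inhibition at 5 µM, scaled per plate between neutral and stimulator controls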;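 note: PAF is a Pseudomonas aeruginosa culture filtrate used as stimulus; plate controls were PAF-stimulated DMSO wells for no effect and unstimulated DMSO wells for full effect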
KKLEB tox = counter-screen for CF NF-kB inhibitors: cytotoxicity | KKLEB CF airway cells viability, ATPlite luminescence, overnight; hits give low values; cells stimulated with P. aeruginosa culture filtrate | AID 602141 | 360,000 compounds, 0.36% hits | activity change (cytotoxicity), % at 5 µM;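 active = corrected activity change at or below -50% at 5 µM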
TWEAK Fn14 block = TWEAK-Fn14 signaling inhibition; TWEAK-stimulated Fn14 reporter cells, luciferase luminescence, 8 h; inhibition, % at 10 µM; 360,000 compounds, 2% hits; AID 1159606; in the data active = inhibition above about 50%
* hit, by the source's call.

For COc1ccc(C(=O)O/N=C(\N)Cc2ccc(Cl)c(Cl)c2)cc1OC the results were SRC2 inh 14.9, LMP1 NFkB inh -23.1, TRAIL sens C8 25.3, SRC3 inh 15.0, TROY signal inh -2.7, LRH-1 inv ag 11.0, SRC1 inh -17.2, NR2F2 inh 11.7, CF NFkB block 44.7, KKLEB tox -23.5 and TWEAK Fn14 block 92.4*.
Screening COc1ccc(S(=O)(=O)NCCSc2ccc(Cl)cc2)cc1OC returned SRC2 inh -28.2, LMP1 NFkB inh 8.2, TRAIL sens C8 0.8, SRC3 inh 10.6, TROY signal inh 17.8, LRH-1 inv ag -11.3, SRC1 inh 2.7, NR2F2 inh 4.6, CF NFkB block 0.9, KKLEB tox -12.1 and TWEAK Fn14 block -13.2.
`Cc1n[nH]c(=O)c2c(NC(=O)COC(=O)COc3cccc(Br)c3)oc(C)c12` gave SRC2 inh -9.0, LMP1 NFkB inh -0.4, TRAIL sens C8 -15.3, SRC3 inh 9.9, TROY signal inh 14.8, LRH-1 inv ag -14.6, SRC1 inh 3.8, NR2F2 inh -14.8, CF NFkB block -9.6, KKLEB tox 8.0 and TWEAK Fn14 block 0.2.
For CCCn1c(N)c(C(=O)CSc2nc3ncc(Cl)cc3[nH]2)c(=O)n(C)c1=O the results were SRC2 inh 1.3, LMP1 NFkB inh 1.5, TRAIL sens C8 -6.0, SRC3 inh -23.1, TROY signal inh -11.6, LRH-1 inv ag 0.5, SRC1 inh 0.4, NR2F2 inh -39.5, CF NFkB block -13.1, KKLEB tox 0.6 and TWEAK Fn14 block -17.1.
`CSc1ccc(/C=C(/Sc2nnc(-c3ccccc3)o2)C(=O)O)cc1` gave SRC2 inh -3.1, LMP1 NFkB inh 6.6, TRAIL sens C8 -11.8, SRC3 inh 9.9, TROY signal inh -12.9, LRH-1 inv ag 2.3, SRC1 inh -5.7, NR2F2 inh 12.5, CF NFkB block -30.2, KKLEB tox 4.5 and TWEAK Fn14 block 1.2.
Screening Cc1csc(NC(=O)CSc2ccc(-c3ccc(F)cc3)nn2)n1 returned SRC2 inh 6.8, LMP1 NFkB inh -5.7, TRAIL sens C8 -13.9, SRC3 inh 0.0, TROY signal inh -5.8, LRH-1 inv ag -20.9, SRC1 inh -3.1, NR2F2 inh -10.6, CF NFkB block -1.2, KKLEB tox 8.5 and TWEAK Fn14 block -0.2.
For Cc1ccc(C2(c3ccc(C)cc3)NC(=O)N(CC(N)=O)C2=O)cc1 the results were SRC2 inh 5.8, LMP1 NFkB inh 7.2, TRAIL sens C8 -16.1, SRC3 inh -1.2, TROY signal inh -4.6, LRH-1 inv ag 14.0, SRC1 inh -9.9, NR2F2 inh -5.7, CF NFkB block 0.1, KKLEB tox -2.0 and TWEAK Fn14 block 36.6.
For C/C(CC(=O)Nc1ccc2c(c1)OCCO2)=N\NC(=O)C(=O)Nc1ccccc1C the results were SRC2 inh 25.1, LMP1 NFkB inh 1.5, TRAIL sens C8 -4.7, SRC3 inh 16.4, TROY signal inh -18.1, LRH-1 inv ag -5.4, SRC1 inh -1.4, NR2F2 inh -11.7, CF NFkB block 5.0, KKLEB tox -0.9 and TWEAK Fn14 block -12.6.
`O=C(Nc1ccc(NC(=O)c2cccc([N+](=O)[O-])c2)cc1)c1cccc([N+](=O)[O-])c1` gave SRC2 inh -4.4, LMP1 NFkB inh 4.0, TRAIL sens C8 -1.0, SRC3 inh -20.3, TROY signal inh -16.8, LRH-1 inv ag -15.4, SRC1 inh -9.8, NR2F2 inh 12.0, CF NFkB block -3.4, KKLEB tox -16.4 and TWEAK Fn14 block -7.8.
Screening CC(C)N(C(=O)CSc1nnc(CN2CCCCCC2=O)n1-c1ccccn1)C(C)C returned SRC2 inh -7.7, LMP1 NFkB inh 5.3, TRAIL sens C8 5.9, SRC3 inh -9.7, TROY signal inh 14.2, LRH-1 inv ag -17.6, SRC1 inh 8.3, NR2F2 inh -4.2, CF NFkB block -0.1, KKLEB tox -3.8 and TWEAK Fn14 block 25.0.
For CCCn1c(SCC(=O)c2cc(OC)ccc2OC)nnc1C(C)C the results were SRC2 inh 18.0, LMP1 NFkB inh -2.9, TRAIL sens C8 -13.6, SRC3 inh -0.1, TROY signal inh 18.5, LRH-1 inv ag 8.7, SRC1 inh -15.4, NR2F2 inh 12.3, CF NFkB block -5.2, KKLEB tox 13.8 and TWEAK Fn14 block -0.9.
Screening Cc1ccc(Sc2nnc(-c3ccccc3)cc2C#N)cc1 returned SRC2 inh -8.2, LMP1 NFkB inh -7.6, TRAIL sens C8 2.4, SRC3 inh -7.3, TROY signal inh -19.3, LRH-1 inv ag 3.5, SRC1 inh -10.2, NR2F2 inh -5.8, CF NFkB block 4.4, KKLEB tox -1.6 and TWEAK Fn14 block -28.0.
`CCCC(=O)NC(c1ccc(C(C)C)cc1)c1ccc2cccnc2c1O` (configuration not stated) gave SRC2 inh 32.2, LMP1 NFkB inh 61.9*, TRAIL sens C8 21.4, SRC3 inh 54.2, TROY signal inh 33.7, LRH-1 inv ag 35.3, SRC1 inh -9.2, NR2F2 inh -4.0, CF NFkB block -6.4, KKLEB tox -4.9 and TWEAK Fn14 block 29.2.
Screening C=CCNC(=O)c1ccc(S(=O)(=O)CC)c(Cl)c1Cl returned SRC2 inh 4.5, LMP1 NFkB inh 9.7, TRAIL sens C8 12.4, SRC3 inh 12.9, TROY signal inh 20.2, LRH-1 inv ag 1.8, SRC1 inh -24.6, NR2F2 inh 3.5, CF NFkB block -7.1, KKLEB tox -1.7 and TWEAK Fn14 block -5.2.
`CSc1nc(C)cc(C)c1S(=O)(=O)c1ccccc1C` gave SRC2 inh 13.6, LMP1 NFkB inh 2.6, TRAIL sens C8 -1.0, SRC3 inh 14.7, TROY signal inh -10.8, LRH-1 inv ag 8.6, SRC1 inh -21.0, NR2F2 inh -7.5, CF NFkB block 6.7, KKLEB tox 5.7 and TWEAK Fn14 block 3.6.
For Cc1cccc(Sc2c(C=O)c3ccccc3n2C)c1 the results were SRC2 inh -11.1, LMP1 NFkB inh 2.7, TRAIL sens C8 -12.3, SRC3 inh -12.4, TROY signal inh 21.1, LRH-1 inv ag -22.2, SRC1 inh -1.3, NR2F2 inh 7.7, CF NFkB block 39.6, KKLEB tox -12.6 and TWEAK Fn14 block 37.9.
`O=C(Cn1cnc2c(oc3nc4c(cc32)CCCC4)c1=O)Nc1cccc(Cl)c1` gave SRC2 inh 13.0, LMP1 NFkB inh 16.7, TRAIL sens C8 -15.0, SRC3 inh -17.0, TROY signal inh 9.9, LRH-1 inv ag 11.1, SRC1 inh 3.7, NR2F2 inh 0.3, CF NFkB block 37.7, KKLEB tox -18.4 and TWEAK Fn14 block -15.5.
For C=CCSc1nc(N)c(C#N)c(-c2ccc(C)cc2)c1C#N the results were SRC2 inh 15.3, LMP1 NFkB inh 6.1, TRAIL sens C8 9.0, SRC3 inh -28.6, TROY signal inh -33.3, LRH-1 inv ag 0.7, SRC1 inh -15.5, NR2F2 inh 0.5, CF NFkB block -5.1, KKLEB tox 0.8 and TWEAK Fn14 block 16.2.
Screening O=C(CN1C(=O)c2ccccc2C1=O)Nc1ccc(N2CCOCC2)cc1 returned SRC2 inh 3.5, LMP1 NFkB inh -1.7, TRAIL sens C8 2.4, SRC3 inh 13.0, TROY signal inh -16.7, LRH-1 inv ag 10.6, SRC1 inh -14.4, NR2F2 inh -5.3, CF NFkB block -7.6, KKLEB tox 0.0 and TWEAK Fn14 block -11.8.
Screening CCN(CC)S(=O)(=O)c1cccc(N=Nc2sc(N)nc2C)c1 returned SRC2 inh 5.2, LMP1 NFkB inh 5.4, TRAIL sens C8 17.7, SRC3 inh -2.3, TROY signal inh -7.8, LRH-1 inv ag 16.3, SRC1 inh -4.5, NR2F2 inh -1.5, CF NFkB block 17.4, KKLEB tox -22.9 and TWEAK Fn14 block 3.6.
Screening O=C(CCCN1C(=O)/C(=C/c2ccco2)SC1=S)Nc1ccccc1 returned SRC2 inh 3.5, LMP1 NFkB inh -3.3, TRAIL sens C8 -7.2, SRC3 inh 13.6, TROY signal inh -16.8, LRH-1 inv ag 25.2, SRC1 inh -28.7, NR2F2 inh 2.4, CF NFkB block 18.4, KKLEB tox -8.7 and TWEAK Fn14 block 13.6.
`COc1ccc(S(=O)(=O)N2CCN(Cc3cc(OC)c(OC)cc3OC)CC2)cc1` gave SRC2 inh 6.0, LMP1 NFkB inh 8.9, TRAIL sens C8 2.8, SRC3 inh 5.3, TROY signal inh -11.7, LRH-1 inv ag 15.4, SRC1 inh -5.2, NR2F2 inh -13.0, CF NFkB block 1.3, KKLEB tox 0.5 and TWEAK Fn14 block -2.8.
C/C(=N\NC(=O)c1c(Br)c(C)nn1C)c1ccc(NC(=O)C(C)Oc2ccc(Cl)cc2C)cc1 (configuration not stated) was read as SRC2 inh -12.8, LMP1 NFkB inh 3.2, TRAIL sens C8 14.8, SRC3 inh 15.5, TROY signal inh -14.2, LRH-1 inv ag 27.9, SRC1 inh -2.4, NR2F2 inh 9.5, CF NFkB block -8.0, KKLEB tox 12.6 and TWEAK Fn14 block -28.9.
Screening O=C(C1=C(O)C(=O)N(CCN2CCOCC2)C1c1ccncc1)c1ccco1 (configuration not stated) returned SRC2 inh 8.7, LMP1 NFkB inh 0.0, TRAIL sens C8 17.2, SRC3 inh 7.4, TROY signal inh 0.8, LRH-1 inv ag -20.9, SRC1 inh 12.7, NR2F2 inh -1.0, CF NFkB block 25.6, KKLEB tox 3.2 and TWEAK Fn14 block 1.7.
For COc1ccccc1N1CCN(C(=O)C(Sc2ccccc2)c2ccccc2)CC1 (configuration not stated) the results were SRC2 inh 28.0, LMP1 NFkB inh -7.3, TRAIL sens C8 8.5, SRC3 inh 19.5, TROY signal inh 9.1, LRH-1 inv ag 5.5, SRC1 inh 2.0, NR2F2 inh 20.9, CF NFkB block 2.5, KKLEB tox 14.2 and TWEAK Fn14 block -12.3.
Screening COc1cccc(C(=O)N2CCN(C3CCCCC3)CC2)c1 returned SRC2 inh -13.8, LMP1 NFkB inh -11.7, TRAIL sens C8 6.7, SRC3 inh -1.2, TROY signal inh -18.1, LRH-1 inv ag 2.4, SRC1 inh 0.7, NR2F2 inh -0.1, CF NFkB block -18.0, KKLEB tox 14.3 and TWEAK Fn14 block -15.4.
`CCCCC(=O)Nc1ccc(C(=O)NCCc2ccccc2)cc1` gave SRC2 inh -42.7, LMP1 NFkB inh -8.7, TRAIL sens C8 -0.2, SRC3 inh -11.8, TROY signal inh -33.5, LRH-1 inv ag -40.4, SRC1 inh -51.7, NR2F2 inh -12.1, CF NFkB block -0.2, KKLEB tox 6.2 and TWEAK Fn14 block -14.3.

Random excerpt: 2 compounds from above.
For C=CCSc1nc(N)c(C#N)c(-c2ccc(C)cc2)c1C#N the results were SRC2 inh 15.3, LMP1 NFkB inh 6.1, TRAIL sens C8 9.0, SRC3 inh -28.6, TROY signal inh -33.3, LRH-1 inv ag 0.7, SRC1 inh -15.5, NR2F2 inh 0.5, CF NFkB block -5.1, KKLEB tox 0.8 and TWEAK Fn14 block 16.2.
Screening O=C(CN1C(=O)c2ccccc2C1=O)Nc1ccc(N2CCOCC2)cc1 returned SRC2 inh 3.5, LMP1 NFkB inh -1.7, TRAIL sens C8 2.4, SRC3 inh 13.0, TROY signal inh -16.7, LRH-1 inv ag 10.6, SRC1 inh -14.4, NR2F2 inh -5.3, CF NFkB block -7.6, KKLEB tox 0.0 and TWEAK Fn14 block -11.8.

High-throughput results: PubChem, several laboratories
